SIRT5 block = SIRT5 desuccinylase inhibitors, primary screen, biochemical, fluorescence imaging, single point, set 5; NAD-dependent protein deacylase sirtuin-5, mitochondrial (Homo sapiens), Q9NXA8; Purified SirT5, succinyl-peptide AMC, trypsin-coupled fluorescence; inhibition, % at 15 µM; actives 1.1% (n = 330,000); in the data active = inhibition above about 15%; inconclusive = no clear call, values can overlap the other calls
Target sequence (Q9NXA8 whole entry, looked up): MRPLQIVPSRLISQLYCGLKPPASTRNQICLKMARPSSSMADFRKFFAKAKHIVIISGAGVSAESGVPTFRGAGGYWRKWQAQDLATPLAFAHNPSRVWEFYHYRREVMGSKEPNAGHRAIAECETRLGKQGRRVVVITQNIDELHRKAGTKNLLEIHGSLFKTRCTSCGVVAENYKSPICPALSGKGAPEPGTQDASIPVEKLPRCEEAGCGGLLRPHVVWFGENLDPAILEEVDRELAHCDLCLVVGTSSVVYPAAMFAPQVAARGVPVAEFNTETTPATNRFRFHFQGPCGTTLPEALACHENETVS
ARNT TACC3 PPI = disruptors of ARNT/TACC3 protein interaction, primary screen, biochemical, AlphaScreen, single concentration. Transforming acidic coiled-coil-containing protein 3 (Homo sapiens), Q9Y6A5. AlphaScreen His-ARNT PAS-B/GST-TACC3 binding, luminescence; TACC3 fragment carries E629A point mutation. inhibition, % at 9.99 µM. actives 0.66% (n = 390,000);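 active = mean inhibition of replicates at least 50% and at least half of replicates each reaching 50%; inconclusive = half or more replicates reach 50% but mean below 50%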;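 also: 0% = complete ARNT plus TACC3 wells and 100% = ARNT alone without TACC3; many hits fall short of the cut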
Statin myotox sup = suppressors of statin myotoxicity in C2C12 myotubes, primary screen, cell-based, single point, plate reader; rescue of ATP level, % at 7.49 µM; C2C12 myotubes + simvastatin, ATP luminescence, 48 h; scaled: DMSO 0, geranylgeraniol control 100; actives 0.78% (n = 330,000);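 active = mean ATP rescue above about 67%, or every replicate alone reaching that limit, limit read from the data, passing the limit was not always enough; inconclusive = no clear call, values can overlap the other calls; inactive = mean under the limit and some replicate under it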;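 also: myotubes were challenged with 10 µM simvastatin during compound exposure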
ERp5 block = inhibitors of ERp5-driven insulin aggregation, primary screen, biochemical, turbidity, absorbance 650 nm, single point; Protein disulfide-isomerase A6 (Homo sapiens), Q15084; 90 min; inhibition, % at 9.99 µM; actives 0.05% (n = 350,000);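 active = mean replicate inhibition above about 25%, with every replicate also reaching it, limit read from the data, passing the limit was not always enough; inconclusive = only one of those two criteria met; inactive = neither criterion met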
Target sequence (Q15084 whole entry, looked up): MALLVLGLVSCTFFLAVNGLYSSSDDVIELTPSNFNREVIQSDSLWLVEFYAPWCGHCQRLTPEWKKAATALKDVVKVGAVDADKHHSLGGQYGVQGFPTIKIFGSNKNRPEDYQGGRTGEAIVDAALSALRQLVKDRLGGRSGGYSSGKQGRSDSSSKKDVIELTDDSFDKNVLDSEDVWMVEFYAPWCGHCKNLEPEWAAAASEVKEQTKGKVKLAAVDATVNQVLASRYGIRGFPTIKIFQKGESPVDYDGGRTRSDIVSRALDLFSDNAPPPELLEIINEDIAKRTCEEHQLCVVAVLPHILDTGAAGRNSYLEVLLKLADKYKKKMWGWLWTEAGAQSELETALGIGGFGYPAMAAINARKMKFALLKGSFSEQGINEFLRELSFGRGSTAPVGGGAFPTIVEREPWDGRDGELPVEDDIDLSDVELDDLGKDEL
Cneo AK release = Cryptococcus neoformans cell lysis inducers, primary screen, AK release luminescence, single concentration. C. neoformans lysis, adenylate kinase release luminescence, 4 h; normalised: neutral wells 0, clomiphene wells 100. lysis activity, % at 15 µM. actives 0.2% (n = 360,000);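 active = mean lysis activity across replicates of at least 80%, whatever share of replicates individually reach that level; inactive = mean lysis activity below 80%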
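Assay system: C. neoformans cells. Amount: yeast cell density of 5 × 10^6 cells/mL. Technique: AK luminescence. Buffer or medium: YPD. Times: static 4 h at 37 °C with compound, 1 h detection. Dosing: single-point compound dose. Read-out: lysis from increased AK signal.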
esBAF inh = Bmi1 luciferase reporter increase in mESCs, primary screen, esBAF inhibitor project, mouse ES cells, Bmi1 luciferase knock-in, single point; 24 h; 100% = twice the neutral-well signal; reporter increase, % at 12.5 µM; actives 2% (n = 350,000); in the data active = activation above about 40%; inconclusive = no clear call, values can overlap the other calls;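 also: 0% = median of the plate's neutral control wells and 100% = double that signal; a rise in the Bmi1 reporter signal indicates esBAF inhibition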
miR-122 sensor = miR-122 Renilla sensor signal increase in Huh7, primary screen, miR-122 inhibitor project, cell-based, single point, plate reader; actives 0.3% (n = 340,000); Huh7 miR-122 Renilla luciferase sensor, 48 h; neutral wells = 0, positive control = 100; activation (reporter increase), % at 12.5 µM; AID 602342, 2012;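 active = mean replicate activation score at least 90 and every replicate individually at or above 90; inconclusive = only one of the two criteria met; inactive = neither criterion met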;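 also: higher luciferase means less miR-122 activity so hits act as miR-122 inhibitors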
Starred values were filed as active, the others as inactive; ? = inconclusive; . = no result given; [ ] = another dose, or the depositor's remark.

SMILES	SIRT5 block	ARNT TACC3 PPI	Statin myotox sup	ERp5 block	Cneo AK release	esBAF inh	miR-122 sensor
COc1ccc(C(=O)COC(=O)c2ccc(Cl)nc2)c(OC)c1	0	1	-4	-1	9	2	2
Cc1c(C)n(CCc2ccccc2)c2ncnc(NN)c12	-5	-2	-19	1	-2	28	-5
COCCCNC(=O)CC(NS(=O)(=O)c1ccc(C)cc1)c1ccc(OC)cc1 (stereo unspecified)	-2	-17	-4	-5	2	-9	-8
Cc1cccc(OCCC(=O)NCC(c2ccccc2)N(C)C)c1 (stereo unspecified)	.	2	-5	.	5	19	-3
O=C(/C=C/c1ccc(Cl)cc1)NC1CCS(=O)(=O)C1 (stereo unspecified)	0	1	.	-5	.	.	.
CCOC(=O)N1CCN(C(=O)Cn2ccc3ccccc3c2=O)CC1	.	-7	7	.	0	0	3
COc1cc(C2/C(=C(\O)c3ccc4c(c3)CC(C)O4)C(=O)C(=O)N2Cc2ccco2)ccc1O (stereo unspecified)	0	2	.	-2	-2	.	-9
Cc1ccc(NC2CCCN(C(=O)c3cnsn3)C2)cc1C (stereo unspecified)	-1	-1	-16	-6	-2	7	8
CCN1CCN(S(=O)(=O)c2ccc(Cl)c(C(=O)NC3CCCC3)c2)CC1	-5	1	-5	0	0	.	-4
COc1cccc(NC(=O)CN(C)C(=O)CNC(=O)c2ccc(Oc3ccccc3)cc2)c1	-3	-32	.	1	.	.	1
CCc1ccccc1NC(=O)C(CC)Sc1nc2cc3c(cc2c(=O)n1Cc1ccco1)OCO3 (stereo unspecified)	.	1	45	.	3	-3	11
C[C@H](CO)N1C[C@H](C)[C@H](CN(C)Cc2ccccc2)Oc2c(NS(=O)(=O)c3cn(C)cn3)cccc2C1=O	1	-1	8	1	-6	1	3[16.7 µM]
Cc1ccc(OCC(=O)c2cc(C)n(Cc3ccco3)c2C)c([N+](=O)[O-])n1	-1	-2	.	20	17	.	2
O=C(Cc1ccc(Br)cc1)Nc1cccc(S(=O)(=O)N2CCOCC2)c1	-5	6	16	-4	-4	-1	26
CS(=O)(=O)Nc1ccc(C(=O)NCCSC2CCCCC2)cc1	1	-1	.	-8	.	.	-3
CCCC(=O)Nc1ccc2c(c1)C(=O)N(C)C[C@H](OC)[C@H](C)CN(Cc1ccc(F)cc1)[C@H](C)CO2	.	.	34	.	.	0	-17[16.7 µM]
CCC(c1nnnn1Cc1cccs1)N1CCN(c2nc3ccccc3s2)CC1 (stereo unspecified)	.	.	3	.	3	4	23
COc1ccc(S(=O)(=O)N(C)C[C@H]2Oc3c(NC(=O)Nc4ccccc4)cccc3C(=O)N([C@@H](C)CO)C[C@H]2C)cc1	.	.	39	.	.	5	-5[16.7 µM]
O=C(Nc1ccccc1)/C(=C/c1ccc(F)cc1)NC(=O)c1ccco1	-2	6	9	-1	-1	0	7
CC(=O)NCCNc1nc(NC(C)C)nc2ccsc12	-5	.	-5	-1	0	-6	-3
COc1ccc(S(=O)(=O)Nc2ccc3c(c2)C(=O)N([C@@H](C)CO)C[C@H](C)[C@H](CN(C)S(=O)(=O)c2cn(C)cn2)O3)cc1	-3	-1	-4	3	1	-1	9[16.7 µM]
COC(=O)C[C@@H]1CC[C@H]2[C@@H](COc3ccc(NC(=O)Nc4cccc(F)c4)cc3C(=O)N2C)O1	-3	-5	-16	-2	-11	6	22[16.7 µM]
COc1cccc(CCc2nnc(CCC(=O)N3CCCC3c3nccs3)o2)c1 (stereo unspecified)	-2	3	.	-5	.	.	.
Cc1cc(C)cc(NC(=O)C2CCN(c3nc(C)cc(C)n3)CC2)c1	.	-17	11	.	-1	-4	-13
COc1ccc(C)cc1N(CC(=O)NC1CCCC1)C(=O)CCC(=O)Nc1cc(C)on1	.	-1	-3	.	-1	-4	0
Continuation.
SMILES	SIRT5 block	ARNT TACC3 PPI	Statin myotox sup	ERp5 block	Cneo AK release	esBAF inh	miR-122 sensor
OCCNc1ncnc2c1ncn2[C@H]1CN(Cc2ccncc2)C[C@@H](CO)O1	-1	.	-2	-2	-1	-4	-4
COc1ccc(CN(C)C[C@@H]2Oc3ccc(NC(=O)CCN4CCOCC4)cc3CC(=O)N([C@@H](C)CO)C[C@H]2C)cc1	2	3	-17	-6	-2	-4	-3[16.7 µM]
CC(=O)c1cccc(NC(=O)C(C)OC(=O)CCC2CCCCC2)c1 (stereo unspecified)	0	5	4	-2	0	-6	-2
CCC(C)NC(=O)c1cc(Cl)c(NC(=O)C2=C(C)OCCS2)cc1OC (stereo unspecified)	2	2	-43	5	-3	21	.
NC(=O)C[n+]1cccc(CNC(=O)c2ccc(OC(F)F)cc2)c1	-6	2	-1	-10	-1	8	-5
COc1ccc(CNS(=O)(=O)c2ccc(OC)cc2)cc1	.	-4	6	.	-3	-2	3
COc1ccc(OCC(=O)NC2CC(C)(C)NC(C)(C)C2)cc1	.	-9	5	.	0	-6	-7
O=C(N[C@@H](Cc1ccccc1)C(=O)O)c1ccncc1	.	-3	3	7	1	1	1
CCC(=O)N1CCC1(C)C(=O)Nc1cccc(Oc2ccccc2)c1 (stereo unspecified)	.	.	-3	-2	2	4	-2
COc1ccccc1C#Cc1ccc([C@@H]2[C@H]3CN(CCC(F)(F)F)CCCCN3[C@H]2CO)cc1	1	0	6	-1	81*	-5	-5[16.7 µM]
CCNC(=O)C[C@H]1CC[C@H]2[C@H](COc3ccc(NC(=O)Nc4cccc(OC)c4)cc3C(=O)N2C)O1	.	5	2	.	-1	8	-33[16.7 µM]
CCN(CC)c1ccc2c(-c3ccc(S(=O)(=O)O)cc3S(=O)(=O)[O-])c3ccc(=[N+](CC)CC)cc-3oc2c1	10	2	-22	-3	1	-52	.
COc1ccc(NC(=O)c2cc3nc(-c4ccccc4)cc(C)n3n2)cc1OC	-1	.	-1	-2	1	8	-5
COC(=O)c1sccc1NC(=O)c1ccc(C)cc1	-3	-11	-2	-4	-3	4	5
Cn1nnnc1SCc1cccc(CSc2nnnn2C)n1	-3	11	-6	-2	-4	-5	-1
CN1CCN(C(=O)C2=C[C@H](c3ccccc3)C[C@H](OCCCCO)O2)CC1	0	-1	.	2	-3	.	.
COCC#Cc1ccc2c(c1)O[C@H](CN(C)C(=O)CC1CC1)[C@H](C)CN([C@H](C)CO)S2(=O)=O	1	3	-2	-10	0	-5	-11[16.7 µM]
O=C(C1CC1)N1CCCCN2[C@H](CO)[C@@H](c3ccc(-c4cccc(F)c4)cc3)[C@@H]2C1	5	-2	.	4	-1	.	-25[16.7 µM]
O=C(Nc1cccc(-c2nc3ccccc3s2)c1)c1cc(=O)c2ccccc2o1	-3	-3	.	0	.	.	.
CN1C(=O)C2(NC(=O)c3ccccc3N2C)c2ccccc21 (stereo unspecified)	-2	-2	.	?	2	.	-4
COc1ccc(C(=O)n2cnc3ccccc32)cc1[N+](=O)[O-]	-2	5	41	2	6	0	5
C=C(C)C1CC=C(C)/C(=N/NC(=O)c2cccs2)C1 (stereo unspecified)	.	-3	6	.	-3	43*	0
CN(C(=O)CSc1nc(-c2ccc(C(C)(C)C)cc2)c(C#N)c(=O)[nH]1)C1CCCCC1	17*	-3	1	2	4	-13	-4
CCOC(=O)c1ccc(NC(=O)CSCCC(=O)O)cc1	-4	5	-8	2	2	-3	-10
N/C(Cn1cncn1)=N\NC(=O)c1ccc(Cl)cc1Cl	1	-14	.	3	.	.	.

Part of the list above in order of molecular weight, smallest number first:
SMILES	SIRT5 block	ARNT TACC3 PPI	Statin myotox sup	ERp5 block	Cneo AK release	esBAF inh	miR-122 sensor
COC(=O)c1sccc1NC(=O)c1ccc(C)cc1	-3	-11	-2	-4	-3	4	5
COc1ccc(OCC(=O)NC2CC(C)(C)NC(C)(C)C2)cc1	.	-9	5	.	0	-6	-7
Cn1nnnc1SCc1cccc(CSc2nnnn2C)n1	-3	11	-6	-2	-4	-5	-1
CC(=O)c1cccc(NC(=O)C(C)OC(=O)CCC2CCCCC2)c1 (stereo unspecified)	0	5	4	-2	0	-6	-2
CN(C(=O)CSc1nc(-c2ccc(C(C)(C)C)cc2)c(C#N)c(=O)[nH]1)C1CCCCC1	17*	-3	1	2	4	-13	-4
CCNC(=O)C[C@H]1CC[C@H]2[C@H](COc3ccc(NC(=O)Nc4cccc(OC)c4)cc3C(=O)N2C)O1	.	5	2	.	-1	8	-33[16.7 µM]

(list continues)
SMILES	SIRT5 block	ARNT TACC3 PPI	Statin myotox sup	ERp5 block	Cneo AK release	esBAF inh	miR-122 sensor
O=C(COC(=O)c1ccccc1O)NC(=O)NCc1ccccc1	-4	-20	-3	7	5	0	1
CO[C@H]1CN(C)C(=O)c2cc(NC(=O)Nc3ccccc3Cl)ccc2OC[C@@H](C)NC[C@@H]1C	6	1	-38	-14	2	3	-2[16.7 µM]
Cc1ccccc1NC(=O)CN1C(=S)NC(C)(C)CC1C (stereo unspecified)	.	-11	.	.	-2	.	-1
CNC[C@@H]1Oc2ccc(NS(=O)(=O)c3cn(C)cn3)cc2C(=O)N([C@@H](C)CO)C[C@H]1C	-9	-1	-25	2	1	-2	-3[16.7 µM]
Cc1c(C)c2ccc(OCC(=O)N[C@@H](Cc3ccccc3)C(=O)O)cc2oc1=O	-19	-2	12	4	4	0	-18
C/C=C/c1ccc2c(c1)O[C@H](CN(C)Cc1cccc(F)c1)[C@H](C)CN([C@@H](C)CO)S2(=O)=O	19*	7	-3	.	-11	-2	.
Cn1c(=O)c2cc(S(=O)(=O)Nc3cccc(F)c3)ccc2n(C)c1=O	.	13	-21	.	10	-13	11
Cn1c(N)c(C(=O)COC(=O)Cc2c(F)cccc2Cl)c(=O)n(C)c1=O	-2	2	-9	-3	-2	-4	30
COc1cccc(-c2nnn(CC(=O)NC3CCCC3)n2)c1OC	.	-3	-5	.	-1	2	4
CN1C(=O)c2cc(NC(=O)c3ccc(F)cc3)ccc2OC[C@H]2O[C@@H](CC(=O)N3CCOCC3)CC[C@H]21	-15	10	-9	-1	-3	7	-3[16.7 µM]
CCCn1c(N)c(N(CCOC)C(=O)c2cc3ccccc3cc2OC)c(=O)[nH]c1=O	-8	2	34	.	-1	-4	-6
NC(N)=Nc1nc2ccc(Br)cc2c(=O)[nH]1	-2	0	.	-1	.	.	.
OCc1ccccc1SSc1ccccc1CO	-5	.	.	1	-1	.	-5
COc1ccc(S(=O)(=O)N(C)C[C@H]2Oc3c(NC(=O)C4CCOCC4)cccc3C(=O)N([C@H](C)CO)C[C@H]2C)cc1	-1	-2	1	3	1	-4	-3[16.7 µM]
O=C1C(=O)N(Cc2ccccc2)C(=O)N1CCN1C(=O)c2ccccc2C1=O	1	0	.	0	.	.	.
CCS(=O)(=O)N1Cc2ccccc2CC1C(=O)Nc1ncc(C)s1 (stereo unspecified)	-8	9	.	-1	.	.	.
CC(OC(=O)c1ccccc1O)C(=O)Nc1ccc(Cl)cn1 (stereo unspecified)	-2	-2	.	-8	.	.	.
CN(C)C(=O)c1ccc(-c2ccc([C@H]3[C@@H](CO)N4CCCCN(C(=O)C5CC5)C[C@H]34)cc2)cc1	-2	3	8	9	-1	0	8[16.7 µM]
O=C(NCCc1ccncc1)C(F)(F)F	.	0	3	.	0	-3	-4
Cc1ccc(/C=C/C(=O)O)cc1S(=O)(=O)NCc1ccco1	-3	-5	7	-11	-23	-6	-1
Cc1ccnc(NC(=O)CCC(=O)N(CC(=O)NCCc2ccccc2)Cc2cccs2)c1	.	-1	1	-1	1	-5	-3
O=C(Cn1cc2c(n1)CCCC2)NC1CCN(Cc2ccccc2)CC1	.	-2	10	-3	4	-4	-2
CC(C)Cc1ccc(CN2CCCC(NC(=O)c3cnc4ccccn4c3=O)C2)cc1 (stereo unspecified)	-4	-1	-7	-2	5	-8	-3

High-throughput results as filed in PubChem.
